# Assay outcomes deposited in PubChem BioAssay by The Scripps Research Institute Molecular Screening Center.
# KLK7 zymogen act: proKLK7 (human) activation, primary screen. P49862. purified proKLK7, EDANS-DABCYL substrate fluorescence; 100% is mature enzyme control, 0% vehicle. activation, % at 7 µM. 370,000 compounds, 0.9% hits;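 active means activation above the mean of all tested compounds plus 3 SD, computed per campaign excluding outliers beyond control limits, cut at about 13% in these data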
# LEDGF integ inh: blocks HIV-1 LEDGF/p75-dependent DNA integration. inhibition, % at 3.7 µM. TR-FRET IN-LEDGF/p75 DNA integration, Eu/Cy5. 370,000 compounds, 0.64% hits;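 active means inhibition above the screen-wide mean plus 3 SD, cut at about 13% in these data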;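 further: signal is the Cy5 over europium emission ratio at 671 and 618 nm; 0% = plate median of compound wells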
# ASAP1 GAP inh: ASAP1 ArfGAP inhibition; AID 624377; Q9ULH1; inhibition, % at 16.5 µM; 360,000 compounds, 0.19% hits; ASAP1-stimulated ARF1 GTP hydrolysis, GDP FP detection; in the data active means inhibition above about 25%;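 further: 0% = vehicle with enzyme and substrate and 100% = no enzyme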
# TDP2 absorb: blocks human TDP2 phosphodiesterase activity; O95551; recombinant TDP2, T5PNP hydrolysis, p-nitrophenol absorbance 415 nm; inhibition, % at 12.8 µM; 370,000 compounds, 0.34% hits; AID 720702;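 active means inhibition above the mean of all tested compounds plus 3 SD, set per campaign, cut at about 25% in these data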;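 further: 0% = DMSO with enzyme and 100% = buffer with substrate but no TDP2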
# Target sequence (O95551 whole entry, looked up): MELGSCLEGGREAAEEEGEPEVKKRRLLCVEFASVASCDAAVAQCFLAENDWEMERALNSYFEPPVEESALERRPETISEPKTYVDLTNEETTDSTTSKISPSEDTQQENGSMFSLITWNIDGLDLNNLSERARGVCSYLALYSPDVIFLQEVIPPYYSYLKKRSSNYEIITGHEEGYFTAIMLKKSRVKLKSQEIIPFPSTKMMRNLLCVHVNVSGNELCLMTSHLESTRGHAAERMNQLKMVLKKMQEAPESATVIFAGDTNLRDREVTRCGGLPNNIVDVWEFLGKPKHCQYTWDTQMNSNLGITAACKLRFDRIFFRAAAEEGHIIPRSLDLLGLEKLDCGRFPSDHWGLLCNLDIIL
#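 Incubation: 2 h at 37 °C; Test system: recombinant human TDP2; Quantity: enzyme 120 nM; Read-out basis: percent inhibition; Medium: 50 mM Tris-HCl pH 7.5 with Mg2+, KCl, DTT, BSA; Repeats: single replicate; Compound: 12.8 µM single point, 1% DMSO; Signal: epi absorbance; Reagent: 5 mM T5PNP chromogenic substrate; Benchmarks: no-enzyme high, DMSO-plus-enzyme low.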
# ADAM10 inh: ADAM10 inhibition, QFRET primary screen. recombinant ADAM10, EDANS/DABCYL FRET peptide cleavage, 3 h. 370,000 compounds, 0.62% hits. AID 720582. inhibition, % at 7 µM;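 active means inhibition above a per-campaign cutoff equal to the mean of compounds falling between control-based bounds plus 3 SD, cut at about 20% in these data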;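 further: 0% = DMSO wells while the 100% control is not disclosed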
# Target sequence (O14672 214-748 limits assumed): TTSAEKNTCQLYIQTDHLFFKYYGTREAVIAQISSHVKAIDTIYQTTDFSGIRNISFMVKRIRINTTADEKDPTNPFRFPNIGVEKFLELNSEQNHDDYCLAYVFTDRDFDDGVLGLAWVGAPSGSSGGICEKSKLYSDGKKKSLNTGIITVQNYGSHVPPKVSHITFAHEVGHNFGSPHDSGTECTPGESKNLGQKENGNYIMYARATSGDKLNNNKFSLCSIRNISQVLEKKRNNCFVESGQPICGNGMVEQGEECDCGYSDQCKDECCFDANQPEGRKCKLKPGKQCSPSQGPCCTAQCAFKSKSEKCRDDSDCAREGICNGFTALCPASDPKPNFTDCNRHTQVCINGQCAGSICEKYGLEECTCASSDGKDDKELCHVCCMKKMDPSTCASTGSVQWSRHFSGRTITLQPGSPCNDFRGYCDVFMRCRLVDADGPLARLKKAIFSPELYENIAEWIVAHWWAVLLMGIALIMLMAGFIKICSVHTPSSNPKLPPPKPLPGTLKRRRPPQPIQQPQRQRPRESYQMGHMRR
# PLC-gamma1 inh: inhibitors of human phospholipase C gamma1. purified PLC-gamma1, fluorogenic substrate, fluorescence. 370,000 compounds, 0.84% hits. P19174. inhibition, % at 12.2 µM; in the data active means inhibition above about 9.5%
# DDE Tn7 FP inh: inhibitors of Tn7 peptide binding to human fibrin DD(E); P02675; FP displacement of FITC-Tn7 peptide from fibrin DD(E); 0% = median of compound wells per plate; inhibition, % at 8.3 µM; 370,000 compounds, 0.13% hits; AID 720508;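 active means inhibition above the mean of compounds falling within the control limits plus 3 SD of them, cut at about 14% in these data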;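 further: 0% = plate median of compound wells and 100% = 10 µM Aha-Tn7 peptide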
#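 system = human fibrin DD(E) protein | quantity = DD(E) 2 µM final | medium = Tris/NaCl/CaCl2 buffer, pH 7.8 | also added = labelled Tn7 tracer, 0.1 µM | compound dosing = single point at 8.3 µM | timing = compound with protein 10 min, then 3 h after probe, room temperature | signal = FP measurement | benchmarks = Aha-Tn7 high control | repeats = one replicate per compound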
# ADAM17 inh: ADAM17 inhibition, QFRET primary screen. P78536. recombinant ADAM17, EDANS/DABCYL FRET peptide cleavage. inhibition, % at 6.95 µM. 370,000 compounds, 0.83% hits. AID 720648;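 active means inhibition above the mean of compounds lying between control limits plus 3 SD, set per campaign, cut at about 8.5% in these data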;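 further: 0% = DMSO-only wells as the low control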
# ARFGAP1 inhibitor: inhibitors of rat ARFGAP1 | Arfgap1-stimulated ARF1 GTP hydrolysis, GDP FP detection | inhibition, % at 16.5 µM | 360,000 compounds, 0.26% hits;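 active means inhibition above a per-plate limit, mean inhibition of low control wells plus 3 SD, cut at about 25% in these data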;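 further: 0% = DMSO wells with enzyme and 100% = wells lacking Arfgap1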
# Target sequence (Q62848 1-136 limits assumed): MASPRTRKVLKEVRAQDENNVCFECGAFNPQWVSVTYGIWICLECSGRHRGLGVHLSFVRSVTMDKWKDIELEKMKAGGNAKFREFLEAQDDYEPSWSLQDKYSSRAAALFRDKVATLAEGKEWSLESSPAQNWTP
#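 Replicates: Single well per compound | Assay system: Truncated rat Arfgap1 GAP domain | Control set: No-Arfgap1 wells (100%) versus DMSO full-reaction wells (0%) | Times: Enzyme reaction 120 min at 25 °C after 20 min preincubation | Reagent: Human ARF1(Δ1-17)-GTP substrate | Measured by: Tracer-displacement fluorescence polarization with EDTA stop, 620/688 nm | Measure: Percent inhibition of Arfgap1-stimulated GTP hydrolysis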
# Tn6 DDE FP: disrupts Tn6 cyclic peptide binding to fibrin D-Dimer-E complex; P02675; 370,000 compounds, 0.21% hits; inhibition, % at 8.3 µM; Fibrin DD(E) TRITC-Tn6 fluorescence polarization displacement; AID 720509;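 active means inhibition above a per-campaign cutoff: mean of compounds within control limits plus 3 SD, cut at about 15% in these data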;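 further: 0% = median of all compound wells on the plate and 100% = blocking peptide control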
# The depositor's hits bear a star; i = inactive; . = no result given.
No.	structure	KLK7 zymogen act	LEDGF integ inh	ASAP1 GAP inh	TDP2 absorb	ADAM10 inh	PLC-gamma1 inh	DDE Tn7 FP inh	ADAM17 inh	ARFGAP1 inhibitor	Tn6 DDE FP
1	CCCCOC(=O)/C=C\C(=O)NC(N)=O	0.0	0	0	26*	-4	2	-2	-2	-2	8
2	C/C(=C\C(=S)Nc1ccccc1)Nc1ccc2ccccc2c1	-0.3	-2	-5	1	-44	-17	-6	-10	17	-4
3	Nc1nc(-c2ccccc2)c(N=Nc2cccc3ccccc23)s1	0.2	2	7	2	10	3	8	5	10	-5
4	Cc1ccc(S(=O)(=O)Nc2cc(=O)[nH]c(SCC(=O)Nc3ccccc3Cl)n2)cc1	0.1	-4	-2	-4	7	2	0	7	4	-7
5	COC(=O)c1nc(NC(=O)c2ccc(C(C)(C)C)cc2)n[nH]1	0.2	6	-10	5	6	-1	4	-1	4	4
6	CC(NC(=O)CSc1nc(C2CC2)n(-c2ccccc2)n1)c1ccco1 (stereo unspecified)	0.3	1	-2	6	-6	-3	0	0	9	2
7	CCOC(=O)/C(=N/Nc1ccc(Br)cc1)N1CC(C)OC(C)C1 (stereo unspecified)	0.8	-2	-2	-7	-3	1	-5	-1	-9	0
8	COC(=O)[C@H](C)NC(=O)[C@@H]1CCCN1C(=O)CNP(=O)(OCc1ccccc1)OCc1ccccc1	.	1	.	7	-3	2	1	-4	.	1
9	CC(C)(C)C(=O)Nc1nc2c(c(=O)[nH]1)CCCC2	0.2	2	-5	3	-2	0	5	-5	0	8
10	Cc1cccc(NC(=O)c2ncn3c2C(=O)NC[C@@H]3C)c1	0.1	-1	0	4	5	0	1	-1	-3	0
11	COc1ccc(C)cc1NC(=O)CN1C(=O)c2cccc3cccc1c23	-2.3	1	19	-4	-5	-41	3	-2	0	7
12	Cc1ccc(-c2cc(C(F)(F)F)n3nc(C(=O)NCCCn4ccnc4)cc3n2)cc1C	-3.2	2	-7	3	-31	-92	-1	-15	1	-8
13	COCCCNCC(O)COc1ccccc1F (stereo unspecified)	0.4	-3	3	12	-9	-1	0	0	3	3
14	Cc1ccc(NC(=O)c2ncn(CCCNCCCc3ccccc3)n2)cc1C	0.0	3	-14	-15	9	5	-4	4	16	2
15	Cc1ccc(N(Cc2cc3ccccc3[nH]c2=O)C(=O)c2cccs2)cc1C	0.5	1	-4	6	7	2	2	3	12	-3
16	O=C(c1ccc(NS(=O)(=O)c2cccc(F)c2)cc1)N1CCCC1	0.0	-2	2	4	0	-1	-1	-3	-7	1
17	O=C(CCCCC(=O)NCCc1ccccc1)NCCc1ccccc1	-0.3	-2	3	0	-9	0	2	-7	-12	4
18	N#C[C@@H]1N[C@H](CO)[C@@H]1c1ccccc1	0.1	-3	.	3	-6	1	0	-1	.	4
19	CC(=O)Nc1ccc(NC(=O)COc2ccc(Cl)cc2Cl)cc1	-0.3	-5	11	13	7	0	-2	-3	16	-4
20	O=c1c(-c2ccccc2)nc2ccccc2n1C(CCc1ccccc1)c1nc2ccccc2[nH]1 (stereo unspecified)	-10	-4	9	8	-27	-10	4	-7	-7	0
21	CC(C)(C)C1CCC(=NNc2ccc(S(N)(=O)=O)cc2[N+](=O)[O-])CC1 (stereo unspecified)	0.5	0	-1	6	6	3	-2	0	4	1
22	Cc1cc(C)c2nc3sc(=Cc4ccc(-c5ccccc5C(=O)O)o4)c(=O)n3c2c1	0.2	9	-3	-1	-8	-4	-3	3	2	1
23	O=C(CNC(=O)[C@@H]1Cc2ccccc2CN1)NC1CCCC1	0.1	1	6	15	3	-1	3	-1	-6	4
24	O=C(N/N=C\c1cccnc1)C1c2ccccc2Oc2ccccc21	0.1	0	-9	-7	15	3	6	4	1	-10
25	C/C(=N\NC(=S)NC1CCCCC1)c1ccc(O)cc1	-0.4	2	10	-3	8	-2	4	-3	10	-4
26	Fc1ccc(CNc2cnccn2)cc1	-11	-2	-4	-4	i	-127	5	-235	-4	9
27	CCOC(=O)N1CCC(NC(=O)CS(=O)Cc2nc(-c3ccc(Cl)cc3)oc2C)CC1 (stereo unspecified)	0.4	-4	-9	-1	-2	2	-9	-1	-8	-8
28	CCn1nc(C(=O)N[C@@H](CCSC)c2nc3ccccc3[nH]2)c2ccccc2c1=O	0.4	0	6	1	-4	0	3	-1	6	-2
29	CC(C)Oc1ccc(C(=O)Nc2c3c(nn2-c2ccccc2)CS(=O)(=O)C3)cc1	0.2	1	-9	-9	-3	-3	4	-2	2	10
30	COC1CCCN(C(=O)c2ccc3oc(Cc4ccc(Cl)cc4)nc3c2)C1 (stereo unspecified)	-0.1	1	-10	-2	-4	0	-5	1	-2	6
31	N#C/C(=C\c1cccc(NC(=O)c2ccccc2Cl)c1)C(=O)NCCc1ccccc1	-3.9	1	-10	5	-10	-12	0	-2	1	-8
32	Cc1onc(-c2ccccc2)c1C(=O)Nc1ccc(S(=O)(=O)N2CCOCC2)cc1	-0.7	4	-6	-17	-4	9	4	6	-1	6
33	CCOC(=O)C1=CN(Cc2ccco2)S(=O)(=O)NC1c1ccc(Br)cc1F (stereo unspecified)	-0.3	2	4	4	7	-3	-5	3	-4	-2
34	O=C1NCC(c2ccccc2)(c2ccccc2)C(=O)N1	0.3	-1	-3	7	-10	0	0	-2	-6	-2
35	Cc1ccc(-c2nnc(Sc3nc4ccccc4o3)c3ccccc23)cc1	-0.4	-2	5	0	3	1	1	-2	-6	-5
36	O=C(Nc1ccccn1)NC12CC3CC(CC(C3)C1)C2	0.2	-4	-2	-2	0	-1	6	0	-7	8
37	Cc1ccc(S(=O)(=O)N2CCC(C(=O)N3CCC[C@H]3C(=O)NC3CCS(=O)(=O)C3)CC2)cc1 (stereo partly specified)	0.0	-3	15	-5	-8	3	-10	2	-12	-3
38	COc1ccc(NC(=S)NCCN2CCC(C)CC2)cc1	-0.2	0	-4	-6	-3	1	2	-4	8	1
39	O=C(COC(=O)Cn1nnc2ccccc21)Nc1ccccc1Br	0.3	2	-5	-6	-5	3	-2	0	7	-6
40	Cc1cc2c(c(C)c1CCO)C(=O)[C@H](C)C2	-0.3	-3	-13	1	-6	0	-1	-2	-5	15
41	CCN(CC)C(=O)c1sc2[nH]c(=S)n(-c3ccccc3)c(=O)c2c1C	-0.7	0	4	2	0	3	5	1	-14	0
42	COCCN(CCOc1cc(C)cc(C)c1)Cc1ccc(Cl)cc1	0.0	-4	5	3	1	1	6	-3	5	-2
43	Brc1ccc2c(c1)C(c1cccnc1)=NNC(c1cccs1)=N2	0.0	-2	15	6	-7	-1	-1	2	19	-5
44	C/C(Cl)=C\CSc1nnc2n(N)c(=O)c3ccccc3n12	0.3	-1	5	9	1	2	-5	-7	-4	-3
45	CC1=CC(C)(C)N(C(=O)CN2C(=O)c3ccccc3C2=O)c2ccccc21	-0.2	0	-7	-6	-8	-2	0	-3	-3	3
46	S=C(NCc1ccc(Cl)cc1)NC1CCCCC1	0.1	-4	6	4	-2	2	2	2	-2	3
47	CCOC(=O)CNCCC(=O)c1ccc(Br)cc1	-0.1	0	-1	0	-4	7	2	-3	-6	-7
48	c1ccc(C2c3c(ccc4ccccc34)Oc3ncn4nc(-c5ccco5)nc4c32)cc1 (stereo unspecified)	0.6	-3	-11	3	4	1	3	-2	-4	5
49	COc1ccc(NS(=O)(=O)c2ccc(NC(=S)NC(=O)/C=C/c3ccc(C)cc3)cc2)nn1	-0.1	-1	12	-2	-3	-1	5	-6	0	2
50	CC(C)c1nc(SCC(=O)c2c[nH]c3ccccc23)n[nH]1	0.2	0	10	12	-10	-2	4	-4	-2	-4

# The listing continues.
No.	structure	KLK7 zymogen act	LEDGF integ inh	ASAP1 GAP inh	TDP2 absorb	ADAM10 inh	PLC-gamma1 inh	DDE Tn7 FP inh	ADAM17 inh	ARFGAP1 inhibitor	Tn6 DDE FP
51	Cc1ccccc1OCC(=O)N1CCC2(CC1)CC(=O)c1ccccc1O2	0.6	1	-6	-18	-197	-26	3	-54	8	-4
52	Cc1ccccc1N1CCN(C2CCCN(C(=O)c3snnc3C)C2)CC1 (stereo unspecified)	0.5	-1	3	4	-2	0	3	1	0	-3
53	COc1cc(O)c(C(CCN2CCCC(C)C2)c2ccc(N(C)C)cc2)c(OC)c1 (stereo unspecified)	-0.5	-2	13	-10	1	5	1	-3	-3	-11
54	COc1ccc(-c2cc3nc(-c4ccccc4)cc(N4CCN(C(=O)c5ccccc5)CC4)n3n2)cc1	-203	-1	-7	2	-39	-38	4	-13	-3	11
55	Cc1ccc(NC(=O)CSc2nnc(-c3ccncc3)n2C)cc1S(=O)(=O)N1CCOCC1	-0.5	6	-8	-5	10	1	1	0	-2	8
56	Cc1ccnc(Nc2nc(-c3ccc(Cl)cc3)cs2)c1	0.5	4	-10	17	3	2	-4	2	12	0
57	O=C(CN(C1CC1)S(=O)(=O)c1ccc(S(=O)(=O)NC2CCCCC2)cc1)Nc1ccccc1	0.2	2	-4	-3	10	2	-12	5	4	-9
58	CCOC(=O)c1cnn(-c2ccccc2)c1-c1ccncc1	-0.2	-4	-1	-3	-4	-3	-3	-3	-7	6
59	CC(C)CC(NC(=O)C1CCC(C)CC1)C(=O)NCCN1CCOCC1 (stereo unspecified)	-1.1	2	1	13	-4	0	-1	1	-3	3
60	CC[C@@]1(C(=O)OC)N[C@H](CN(C)C(=O)Nc2ccccc2)[C@@H]2C(=O)N(C)C(=O)[C@@H]21	-0.2	-4	1	4	-10	1	0	-3	-7	5
61	COc1c(C)cc(NC(=O)c2ccc3c(c2)NC(=O)CO3)cc1C	0.0	0	13	-8	-1	-1	3	-4	-12	3
62	Cc1ccc(S(=O)(=O)NC(=O)C2(C)CCN2C(=O)C2CCCCC2)cc1 (stereo unspecified)	0.1	-3	-6	9	-3	0	1	-3	-16	-1
63	Nc1nc2nn(-c3ccccc3)nc2c(=O)[nH]1	-22	5	11	-6	i	-77	-11	-208	2	5
64	O=C(CNc1cccc2ccccc12)N/N=C/C=C/c1ccco1	8.6	-1	11	5	-111	-36	1	-39	8	8
